CRFR2-BP ag: CRF-BP/CRF-R2 complex agonism; HEK293 CRF-R2/CRF-BP, calcium dye fluorescence (FLIPR); percent of saturating CRF peptide response; activation, % at 13.2 µM; 350,000 tested, 0.46% active; AID 588473;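 active means activation of at least 50%, plus an integration ratio under a set limit after plate pattern correction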;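 further: plate controls were neutral control wells without compound for no effect and CRF at EC100 for full effect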
M5 PAM: CHRM5 positive allosteric modulation. 360,000 tested, 0.3% active. CHO-K1 hM5, Fluo-8 calcium, ACh EC20 PAM; 0% = ACh EC20, 100% = ACh EC100. P08912. activation, % at 3 µM;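 active means activation above the run cutoff, the mean activation of all test compounds plus 3 SD, cut at about 18% in these data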
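Assay system: CHO-K1 hM5 cells. Also added: acetylcholine at EC20 concentration, added after compound. Dosing: 3 µM, single dose. Times: compound preincubation 140 s before EC20 acetylcholine addition. Signal: Fluo-8 calcium fluorescence. Measure: % activation relative to EC20 and EC100 ACh responses. Repeats: singlicate, one well per test compound.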
M5 antag: antagonists of human muscarinic M5 receptor (CHRM5); AID 624040; 360,000 tested, 0.59% active; P08912; CHO-hM5 cells, Fluo-8 calcium fluorescence, ACh EC80; inhibition, % at 3 µM;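 active means inhibition above a per-plate cutoff, the mean of that plate's test compounds plus 3 SD, cut at about 27% in these data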;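 further: 0% = acetylcholine EC80 with DMSO and 100% = DMSO without agonist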
CHO-K1 Ca PAM: counter-screen for M1 PAMs: effect in parental CHO-K1 cells. ATP EC20, Fluo-8 calcium fluorescence; 0% at ATP EC20, 100% at ATP max. activation, % at 3 µM. 360,000 tested, 0.02% active;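 active means activation above the run cutoff, the mean activation of all test compounds plus 3 SD, cut at about 40% in these data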;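 further: peak over basal fluorescence ratio in a 140 s read after ATP addition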
CRFBP-R2 block: blocks CRF-induced signaling of the CRF-BP/CRF-R2 complex; HEK293 CRF-R2/CRF-BP, CRF-induced calcium fluorescence; AID 588475; inhibition, % at 11.8 µM; 350,000 tested, 0.59% active;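 active means inhibition of the ligand-induced calcium signal above about 50% at the single tested concentration, limit read from the data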
TAAR1 agonist: human TAAR1 agonism. Q96RJ0. activation, % at 3 µM. AID 624467. 360,000 tested, 0.99% active. CHO RD-HGA16 TAAR1, Fluo-8 calcium fluorescence; vehicle wells 0%, saturating PEA agonist 100%;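 active means activation above the mean activation of all test compounds in the run plus 3 SD, cut at about 38% in these data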
Target sequence (Q96RJ0 whole entry, looked up): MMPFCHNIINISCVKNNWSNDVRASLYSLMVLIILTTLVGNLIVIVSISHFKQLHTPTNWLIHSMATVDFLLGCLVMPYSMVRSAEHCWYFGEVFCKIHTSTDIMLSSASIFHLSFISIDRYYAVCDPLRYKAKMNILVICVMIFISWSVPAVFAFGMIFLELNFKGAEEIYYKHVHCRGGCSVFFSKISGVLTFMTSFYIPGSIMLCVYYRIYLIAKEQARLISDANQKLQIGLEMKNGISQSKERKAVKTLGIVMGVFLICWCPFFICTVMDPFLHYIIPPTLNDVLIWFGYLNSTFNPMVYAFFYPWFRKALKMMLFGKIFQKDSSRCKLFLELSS
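Test system: RD-HGA16 (CHO) cells co-expressing Gα16 and hTAAR1; dosing: one-point dosing at 3 µM (nominal); timing: 17-24 h seeding, 75 min 37 °C dye, 30 min RT; signal: kinetic Fluo-8 calcium fluorescence; read-out basis: % activation relative to PEA EC100 response; controls: DMSO and PEA EC100; replicates: n 1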
TAAR1 antagonist: human TAAR1 antagonism; Q96RJ0; 360,000 tested, 1.5% active; CHO RD-HGA16 TAAR1, Fluo-8 calcium fluorescence, antagonist; inhibition, % at 3 µM;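 active means inhibition above a per-plate cutoff, the mean inhibition of test compounds on that plate plus 3 SD, cut at about 49% in these data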;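 further: 0% = DMSO plus EC80 beta-PEA response and 100% = DMSO alone without agonist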
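System: RD-HGA16 CHO cells with stable hTAAR1 and Gα16 | Probe or stimulus: EC80 β-phenethylamine stimulus | Dosing: 3 µM, single point | Times: Dye loading 75 min at 37 °C, then 30 min room temperature | Measured by: Fluo-8 calcium-sensitive fluorescence | Read-out basis: % inhibition of agonist calcium response | Replicates: n of 1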
M5 ag: CHRM5 agonism in calcium assay. activation, % at 3 µM. CHO-K1 hM5 cells, Fluo-8 calcium fluorescence; 0% DMSO wells, 100% maximal acetylcholine response. P08912. 360,000 tested, 0.19% active;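 active means activation above the run's mean over test compounds plus 3 SD, cut at about 23% in these data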;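 further: signal is peak over basal fluorescence ratio across the kinetic read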
M4 PAM: CHRM4 positive allosteric modulation. P08173. CHO-K1 hM4/Gqi5, Fluo-8 calcium fluorescence, ACh EC20; 0% = ACh EC20, 100% = maximal ACh. activation, % at 3 µM. 360,000 tested, 0.4% active. AID 624126;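 active means activation above its plate's cutoff, the mean activation of sample wells plus 3 SD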; further: some results filed as inactive read as strong as hits
Target sequence (P08173 whole entry, looked up): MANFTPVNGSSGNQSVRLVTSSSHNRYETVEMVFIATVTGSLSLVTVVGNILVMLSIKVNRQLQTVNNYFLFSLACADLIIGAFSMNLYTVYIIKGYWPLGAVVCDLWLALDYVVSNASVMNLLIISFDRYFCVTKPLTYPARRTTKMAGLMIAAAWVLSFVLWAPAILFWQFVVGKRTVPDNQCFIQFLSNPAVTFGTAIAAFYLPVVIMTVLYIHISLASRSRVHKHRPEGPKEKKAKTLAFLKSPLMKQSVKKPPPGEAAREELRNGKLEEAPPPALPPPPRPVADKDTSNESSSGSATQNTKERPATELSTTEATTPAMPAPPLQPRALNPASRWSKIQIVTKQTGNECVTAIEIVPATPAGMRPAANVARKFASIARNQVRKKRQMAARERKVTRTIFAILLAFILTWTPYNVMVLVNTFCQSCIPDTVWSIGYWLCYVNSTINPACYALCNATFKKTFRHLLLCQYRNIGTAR
Starred values were filed as active, the others as inactive; / = not tested or not shown.

molecule,CRFR2-BP ag,M5 PAM,M5 antag,CHO-K1 Ca PAM,CRFBP-R2 block,TAAR1 agonist,TAAR1 antagonist,M5 ag,M4 PAM
COCCCNC(=O)c1cc(C)nc2ccc(F)cc12,-0.4,0.6,2.0,20.1,9.7,2.8,8.6,-2.5,0.2
CCOC(=O)C1=C(C)c2ccccc2OC1(CC)C(=O)OCC (stereo unspecified),-3.5,-2.3,-4.5,12.5,15.0,3.1,20.3,0.8,0.4
C#CCNC(=O)C1=C[C@@H](c2csc3ccccc23)[C@H](CCCO)[C@@H](OCC)O1,-0.7,-3.9,12.8,8.5,-1.1,10.8,2.1,3.8,5.9
CCOC(=O)C1CCN(C(=O)CN(Cc2ccccc2)S(C)(=O)=O)CC1,-1.0,4.1,-14.6,7.5,1.2,10.0,2.1,1.4,-3.1
COCCn1c(-c2ccc(OC)cc2)cnc1SCC(=O)Nc1cc(C)on1,-0.2,4.0,-4.4,10.7,13.3,14.7,9.4,-3.8,-0.3
CN1CCCN(C(=O)c2ccc(Br)cc2)CC1,-0.7,5.2,0.1,21.5,22.8,5.2,-17.1,-15.7,-4.3
O=C(CN1C(=O)c2ccccc2C1=O)Nc1ccc(Cl)cn1,-3.2,3.2,-2.0,16.7,-35.6,1.6,-9.2,-0.8,3.6
COc1cccc(Oc2ccc(N)cc2)c1,1.0,8.8,-3.2,20.5,0.6,2.9,-2.4,-9.8,-0.6
COC(=O)c1ccc2c(=O)n(-c3ccccc3F)c(=S)[nH]c2c1,-0.7,3.0,10.8,-0.2,-2.2,4.3,-14.3,4.6,3.7
CCc1ccc(OCCCC(=O)Nc2ccc(S(=O)(=O)Nc3cc(C)nc(C)n3)cc2)cc1,-1.0,1.7,-0.7,-6.3,0.7,0.7,-27.2,-0.1,-2.5
Cc1onc(-c2ccccc2)c1C(=O)N=C(N)c1ccc(Cl)cc1,2.2,3.9,2.3,-16.7,-1.5,2.5,-38.8,-3.5,-6.1
Clc1cccc(/C=N/Nc2nc(Cl)nc3ccccc23)c1,-0.4,-3.3,4.0,2.3,-3.7,7.8,-0.6,-2.7,0.9
CCCNC(=S)N1CCCC(c2nc3ccccc3[nH]2)C1 (stereo unspecified),0.8,-1.8,10.8,14.2,-1.0,7.7,2.0,0.3,-4.6
CN(C)CCN1C(=O)C(=O)/C(=C(/O)c2ccc(F)cc2)C1c1ccccc1F (stereo unspecified),-1.5,-7.4,29.4*,-1.9,-3.4,14.7,4.5,-2.5,-15.9
O=C(CCn1[nH]c(=O)c2ccccc2c1=O)NCCO,-4.8,-1.3,-2.2,11.1,10.9,13.5,-11.8,0.1,-0.2
N#Cc1ccccc1OCC(=O)OCC(=O)NC1CCS(=O)(=O)C1 (stereo unspecified),-1.0,-3.8,6.2,10.1,9.3,2.3,-10.8,0.1,11.3
CC(C)Cc1cc(C(=O)N(C)C2CCCN(Cc3ccccc3F)C2)n(C)n1 (stereo unspecified),-3.3,-3.2,-3.8,10.5,9.4,-0.4,-48.4,-2.9,-3.3
COCCn1c(SC(C)C(=O)Nc2ccc(N3CCOCC3)cc2)nnc1-c1ccncc1 (stereo unspecified),-0.3,0.7,4.5,0.2,-18.6,1.0,-13.1,2.6,3.7
COc1ccc(/C=C/C(=O)N2CCC(c3ccccc3)C2)cc1 (stereo unspecified),-3.6,4.5,2.7,-1.8,16.7,21.1,-11.8,-0.8,16.9
Cc1ccc(S(=O)(=O)N2CCN(C)CC2)c2nsnc12,-0.1,3.6,-3.6,-14.4,7.4,-2.6,-6.1,-6.1,2.3
O=C(CSc1nc2[nH]ncc2c(=O)[nH]1)Nc1ccc(OC(F)(F)F)cc1,3.2,4.1,-0.2,-1.4,-0.5,-0.1,6.8,-5.8,-1.1
O=C(NCc1ccco1)C(c1ccncc1)N(C(=O)Cn1nnc2ccccc21)c1ccccc1 (stereo unspecified),0.9,-3.7,9.9,8.8,-1.8,4.0,-5.8,-2.4,-9.7
CCN(CC)S(=O)(=O)c1ccc(N2CCCC2)c(NC(=O)Cc2cc(OC)c(OC)c(OC)c2)c1,0.3,4.2,1.7,9.1,-5.8,0.2,-16.2,-4.1,2.5
CCCCC[C@@H](C)N1C[C@@H](COCc2ccccc2)Oc2cc(N3CCC[C@@H]3CO)ccc2S1(=O)=O,/,-6.5,2.4,8.8,/,1.3,5.1,0.6,4.9
O=C(Nc1ccccn1)c1cc2cc([N+](=O)[O-])ccc2s1,2.3,3.4,2.8,-11.1,12.9,3.4,-16.2,-4.2,-1.7
COCCCNCC(=O)Nc1ccc(OC(F)(F)F)cc1,-0.7,-0.5,-5.1,23.5,14.6,1.7,-8.3,-2.6,2.2
COCCSc1ccccc1C(=O)Nc1ccccc1C#N,0.3,2.4,13.1,13.1,-8.8,0.0,8.8,-3.1,5.8
CCN(CC(=O)Nc1c(F)cccc1F)C(=O)c1cnccn1,0.6,2.7,5.2,15.0,4.0,2.7,-15.0,2.1,9.8
CCCOc1ccc(/C=N/NC(=O)c2ccc3c(c2)OCO3)c(OCCC)c1,-1.2,7.8,1.2,-8.4,8.4,0.8,-12.5,-2.4,6.5
COc1ccc(C(C(=O)OCCN(C)C)c2ccccc2)cc1 (stereo unspecified),-0.4,-13.1,22.2,15.7,0.5,5.6,-0.8,-11.6,-9.1
O=C(NCCc1ccc(Cl)cc1)c1ccc2[nH]c(=O)c(=O)[nH]c2c1,1.1,3.6,-3.1,12.0,13.3,3.0,-1.9,-1.0,0.9
CCC(CC)C(=O)N(C)c1c(C)nc2c(OCC(=O)N(C)C)cccn12,/,2.5,-1.1,-5.6,/,0.0,-0.6,1.0,3.8
Cn1cc(C(=O)N2CCN(c3ccccn3)CC2)c(=O)c2cc(S(=O)(=O)N3CCOCC3)ccc21,-1.7,20.1*,-3.9,3.7,19.3,11.2,-6.2,-1.8,7.9
O=C1NC[C@@H](CCCCN2CCN(CCc3ccccc3)C(=O)C2=O)N(CCC2CCCCC2)C1=O,/,-0.6,-6.0,10.1,/,1.5,-2.1,-1.2,6.8
NC(=O)NC(=O)C[n+]1cccc(/C=N/O)c1,0.5,4.5,-1.4,4.3,-10.0,-0.5,16.3,0.8,-1.0
CN(C/C=C/c1ccccc1[N+](=O)[O-])Cc1ccccc1,0.0,-17.8,11.3,-1.4,1.9,1.6,-2.5,-21.7,-14.6
COc1cccc(NC(=O)CN(C)C(=O)C23CC4CC(CC(Cl)(C4)C2)C3)c1,0.3,-5.6,6.0,7.3,-5.2,5.9,0.9,4.5,-3.2
CN1CCN(C(=S)NC(=O)c2ccccc2Cl)CC1,-0.7,-0.7,-4.1,4.6,-3.8,3.6,-22.5,-1.1,6.9
CCC(=O)c1ccc2ncccc2c1,-0.6,-4.1,-4.2,0.3,3.9,0.4,-3.7,-2.5,1.3
O=C(Cc1csc(-c2ccccc2)n1)NCc1ccc(F)cc1,-0.1,-4.8,6.8,6.3,0.4,0.4,0.4,-2.3,-2.5

Some entries already given, limited to M5 ag and TAAR1 agonist.
Molecule,M5 ag,TAAR1 agonist
Clc1cccc(/C=N/Nc2nc(Cl)nc3ccccc23)c1,-2.7,7.8
CCCNC(=S)N1CCCC(c2nc3ccccc3[nH]2)C1 (stereo unspecified),0.3,7.7
CN(C)CCN1C(=O)C(=O)/C(=C(/O)c2ccc(F)cc2)C1c1ccccc1F (stereo unspecified),-2.5,14.7

Additional results.
molecule,CRFR2-BP ag,M5 PAM,M5 antag,CHO-K1 Ca PAM,CRFBP-R2 block,TAAR1 agonist,TAAR1 antagonist,M5 ag,M4 PAM
O=C(NCc1ccc(F)cc1)C(c1ccccc1)N(C(=O)c1csnn1)C1CCCC1 (stereo unspecified),1.7,-6.8,12.7,15.7,-9.4,1.6,15.3,-0.1,-7.6
C=CCOC(=O)C1=C(C)Nc2[nH]c(=O)[nH]c(=O)c2C1c1ccccc1 (stereo unspecified),0.4,-2.0,-8.2,12.6,10.1,0.0,6.4,0.0,3.0
Cc1ccc(C(=O)Nc2sc(C)c(-c3ccccc3)c2C(N)=O)cc1[N+](=O)[O-],1.5,1.5,0.1,8.0,3.2,13.9,-4.0,-4.6,0.6
O=C(CCc1nnc(-c2ccc3c(c2)OCO3)o1)N1CCC(c2ccc(F)cc2)C1 (stereo unspecified),-7.2,-6.1,6.5,4.0,-21.6,3.4,-11.8,-3.3,-2.8
O=C(COC(=O)c1cc(=O)[nH]c2ccccc12)Nc1nccs1,-2.3,-2.2,3.2,-6.3,-3.9,2.9,-2.0,4.2,-8.5
COc1ccc(Cl)cc1-c1nc(SCC(=O)NC(C)C(C)C)n[nH]1 (stereo unspecified),2.7,0.8,5.6,7.2,14.3,0.8,-1.1,-1.8,-1.7
CCc1ccc(Nc2nc(C)cc(C)n2)cc1,-0.6,4.2,-1.0,14.6,-3.4,0.3,-0.7,-7.6,-0.8
COc1ccc(NC(=O)c2cncc(Br)c2)c(S(=O)(=O)N2CCOCC2)c1,1.0,-2.4,-1.6,3.0,-17.6,13.7,6.2,1.2,-3.3
CCCOC(=O)Cc1c(O)c2ccccc2[nH]c1=O,-1.3,1.6,-1.3,5.1,14.1,8.8,-8.0,-0.8,7.7
Nc1nnc(C(=O)c2ccccc2N)s1,0.5,-1.2,6.0,-5.3,6.6,/,/,2.1,0.0
O=C(COc1ccc([N+](=O)[O-])cc1)N1CCN(c2nnc(-c3ccccc3)c3ccccc23)CC1,0.1,-1.6,3.4,-14.4,17.4,6.7,-10.2,0.6,4.4
CCOCCCN(C)C1CCN(C(=O)c2oc3ccccc3c2NC(=O)c2ccc(F)cc2)CC1,0.2,1.9,8.9,-29.0,-2.7,0.3,-13.0,-6.3,-3.3
CC(OC(=O)c1ccc(O)cc1)C(=O)Nc1cc(C(F)(F)F)ccc1Cl (stereo unspecified),0.2,-5.4,-3.9,15.2,6.4,12.3,3.2,1.3,-10.6
O=[N+]([O-])c1cc(C(F)(F)F)ccc1NCCc1c[nH]c2ccccc12,1.0,-4.9,-3.4,-8.5,9.3,4.6,17.5,-5.3,-9.4

Sorted by the number under M4 PAM (largest number first): 3 of the compounds above.
SMILES,M4 PAM
CCCOC(=O)Cc1c(O)c2ccccc2[nH]c1=O,7.7
Cc1ccc(C(=O)Nc2sc(C)c(-c3ccccc3)c2C(N)=O)cc1[N+](=O)[O-],0.6
CC(OC(=O)c1ccc(O)cc1)C(=O)Nc1cc(C(F)(F)F)ccc1Cl (stereo unspecified),-10.6

Hits appear at their usual frequency; 4.2% or so of the library scored in one or more.
